AMA1 RON2 block – qHTS for Inhibitors of AMA1-RON; Towards Development of Antimalarial Drug Lead: Primary Screen; Plasmodium falciparum AMA1 (3D7) - RON2 peptide interaction; AlphaScreen AMA1-biotinylated RON2 peptide binding; Potency, µM (series often up to 58.2 µM), for the others: top-dose activity change, negative = inhibition, most hits filed as inhibitors; 360,000 tested, 0.2% active; AID 720542, 2013;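 also: potency is read from the fitted curve at half-maximal effect; 0% = vehicle wells and -100% = peptide control; nearly all actives have a fitted effect of over 45% in size; some results filed as inactive show a strong effect at the top dose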
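AMA1 (3D7) with his tag at 25 nM final met compounds first, then biotinylated RON2 peptide at 25 nM; detection used donor plus acceptor beads, 10 µg/mL apiece, read by AlphaScreen after 30 min at room temperature.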
HCMV inh – qHTS Assay for inhibitors of the human cytomegalovirus (HCMV) | HFF cells, HCMV-luciferase reporter, 72 h; active compounds read low | 410,000 tested, 4.5% active | activity change, negative = inhibition, % at 57.5 µM; in the data active = activity change below about -60%; inconclusive = no clear call, values can overlap the other calls; inactive = above about -39%
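Human foreskin fibroblasts infected with luciferase-reporter HCMV at MOI 1 PFU/cell, compounds at two doses. Luciferase measured 72 h post infection; normalized to buffer-only basal and Salinomycin (10uM) controls.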
LmPK inhibitor – qHTS Assay for Inhibitors of Leishmania Mexicana Pyruvate Kinase (LmPK); Q27686; Potency, µM (top dose mostly 57.5 µM), for inactives: at the top dose activity change, negative = inhibition, usual class: inhibitors; AID 1721, 2009; 290,000 tested, 0.37% active; purified LmPK, Kinase-Glo ATP luminescence, 1 h; also: potency is read from the fitted curve at half-maximal effect
Target sequence (Q27686 whole entry, looked up): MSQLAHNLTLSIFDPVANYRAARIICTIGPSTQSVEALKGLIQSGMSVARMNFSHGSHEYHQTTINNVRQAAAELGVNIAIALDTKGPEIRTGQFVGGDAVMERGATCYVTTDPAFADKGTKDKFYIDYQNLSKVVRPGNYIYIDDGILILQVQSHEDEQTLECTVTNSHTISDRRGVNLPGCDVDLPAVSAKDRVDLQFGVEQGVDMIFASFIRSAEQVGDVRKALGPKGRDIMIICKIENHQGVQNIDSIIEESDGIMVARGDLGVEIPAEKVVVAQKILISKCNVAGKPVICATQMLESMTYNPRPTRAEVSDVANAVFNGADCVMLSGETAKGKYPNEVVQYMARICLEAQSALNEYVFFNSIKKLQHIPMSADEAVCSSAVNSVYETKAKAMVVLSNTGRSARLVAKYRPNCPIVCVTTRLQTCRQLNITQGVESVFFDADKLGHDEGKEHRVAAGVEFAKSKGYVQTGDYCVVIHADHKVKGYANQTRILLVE
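Pyruvate kinase activity monitored as ATP production (luciferase luminescence). Conditions: 0.1 nM enzyme, 0.5 mM PEP, 0.1 mM ADP, 1 h, RT; normalized against uninhibited and no-enzyme wells.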
AmpC inh detg – qHTS Inhibitors of AmpC Beta-Lactamase (assay with detergent). P00811. AmpC hydrolysis of nitrocefin, absorbance 480 nm, 0.01% Triton. Potency, µM (titrated, usually from 114 µM), without a hit: top-dose activity change, negative = inhibition, actives largely listed as inhibitors. 370,000 tested, 0.041% active. AID 485294, 2010;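 also: potency is read from the fitted curve at half-maximal effect; 0% = no-compound wells and -100% = no-enzyme wells; nearly all actives have a fitted effect of over 25% in size; some results filed as inactive show a strong effect at the top dose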
Target sequence (P00811 whole entry, looked up): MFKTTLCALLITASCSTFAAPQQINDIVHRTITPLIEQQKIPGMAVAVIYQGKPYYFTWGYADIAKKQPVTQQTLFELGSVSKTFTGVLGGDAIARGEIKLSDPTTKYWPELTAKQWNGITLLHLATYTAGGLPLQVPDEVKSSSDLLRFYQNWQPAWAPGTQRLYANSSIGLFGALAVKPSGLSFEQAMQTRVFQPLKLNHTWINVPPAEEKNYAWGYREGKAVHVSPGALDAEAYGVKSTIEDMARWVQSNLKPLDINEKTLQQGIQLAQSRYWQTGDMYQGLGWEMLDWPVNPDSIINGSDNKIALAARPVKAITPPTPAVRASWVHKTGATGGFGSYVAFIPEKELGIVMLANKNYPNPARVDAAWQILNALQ
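AmpC (5.3 nM in the dispensed reagent) in 20 mM phosphate pH 7.0 with 0.01% (detergent screen) or 0.0001% Triton X-100 was preincubated with compounds for 15 min at room temperature. Nitrocefin was then added from an 800 uM solution, and hydrolysis was followed at 480 nm.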
Sm TGR block – qHTS Assay for the Inhibitors of Schistosoma Mansoni Peroxiredoxins; 360,000 tested, 3% active; Potency, µM (doses to about 114 µM), for the others: at the highest dose activity change, negative = inhibition, most hits filed as inhibitors; purified TGR, DTNB reduction, TNB absorbance 405 nm; also: potency is read from the fitted curve at half-maximal effect; nearly all actives have a fitted effect of over 60% in size
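First, TGR (20 nM dispensed) and NADPH were mixed with compound. Second, a 15 min room-temperature incubation followed. Third, further NADPH and then DTNB were added to start the reaction. Finally, TNB absorbance was monitored kinetically.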
AmpC no deterg – qHTS Inhibitors of AmpC Beta-Lactamase (assay without detergent); P00811; AmpC nitrocefin hydrolysis, absorbance 480 nm, 0.0001% Triton; Potency, µM (titrated, usually from 57.1 µM), for the others: at the highest dose activity change, negative = inhibition, hits mostly inhibitors; 330,000 tested, 0.52% active; AID 485341, 2010;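 also: potency is read from the fitted curve at half-maximal effect; plate controls were no compound for no effect and no enzyme for full effect; nearly all actives have a fitted effect of over 20% in size; some results filed as inactive show a strong effect at the top dose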
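20 mM phosphate pH 7.0 + 0.01% (detergent screen) or 0.0001% Triton X-100; 5.3 nM AmpC reagent; cpd preinc 15 min RT; nitrocefin (800 uM stock) to start; A480 q20 s × 4 min; Activity was normalised to no-enzyme and no-compound control wells.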
TbPYK inhibitor – qHTS of Trypanosoma Brucei Inhibitors; TbPYK enzyme, Kinase-Glo Plus ATP luminescence, 45 min; Potency, µM (top dose mostly 76.8 µM), for the others: at the highest dose activity, negative = inhibition, usual class: inhibitors; 410,000 tested, 0.12% active; AID 624173, 2012; also: potency is read from the fitted curve at half-maximal effect; nearly all actives have a fitted effect of over 50% in size
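Activity of T. brucei pyruvate kinase was followed by Kinase-Glo Plus luminescence after the enzyme reacted 45 min at room temperature with 130 uM ADP (final) and substrate. Test compounds were added before ADP at multiple concentrations.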
An asterisk follows results filed as active; [ ] = another dose, or the depositor's remark. Unless noted, calls follow the shape of the dose curve; as a rule, active = well fitted curve in the direction sought with a large enough effect; inconclusive = small, poorly fitted or top-dose-only effect, or another doubt; inactive = no such curve, though single readings can be large; an effect the other way counts as inactive or inconclusive. Unless noted, % is scaled to controls: 0 for no effect and ±100 for the full control effect. This is a random part of the collection; 7.4% or so of the library scored in one or more.

What do the screens show for `CCN1C(=O)[C@@H]2Cc3c([nH]c4ccccc34)C(c3ccc(OC)cc3)N2C1=S` (stereo not given in full)?
AMA1 RON2 block: -14%; LmPK inhibitor: 3%; AmpC inh detg: 5%; Sm TGR block: -7%; AmpC no deterg: -27%; TbPYK inhibitor: -11%

How did C=CCn1c(=O)[nH]c2cc(C(=O)N3CCN(c4ccc(C(C)=O)cc4)CC3)ccc2c1=O do in these assays?
AMA1 RON2 block: -17%; HCMV inh: 13; LmPK inhibitor: -1%; AmpC inh detg: inconclusive; Sm TGR block: -14%; AmpC no deterg: 3%; TbPYK inhibitor: 4%

What do the screens show for `Cc1noc(NS(=O)(=O)c2ccc(NC(=O)c3ccc(N(C)C)cc3)cc2)c1C`?
AMA1 RON2 block: -2%; HCMV inh: 9; AmpC inh detg: 6%; Sm TGR block: -18%; AmpC no deterg: -25%; TbPYK inhibitor: -1%

What do the screens show for `COc1cc(C(=O)NCC(=O)NCCCSc2ccccc2)cc(OC)c1OC`?
AMA1 RON2 block: -3%; HCMV inh: 19; AmpC inh detg: -1%; Sm TGR block: 1%; AmpC no deterg: 9%; TbPYK inhibitor: 4%

How did CCCCN1C(=O)c2[nH]nc(-c3ccccc3O)c2C1c1ccc(C(C)(C)C)cc1 (stereo not given) do in these assays?
HCMV inh: 28; AmpC inh detg: 15%; Sm TGR block: 8%; TbPYK inhibitor: 2%

How did CCCCNC(=O)COc1ccccc1C(=O)c1cc(C#N)c(=O)n(CCOC)c1 do in these assays?
AMA1 RON2 block: 21%; HCMV inh: -5; LmPK inhibitor: 1%; AmpC inh detg: inconclusive; Sm TGR block: 2%; AmpC no deterg: -2%; TbPYK inhibitor: -1%

What do the screens show for `O=C(Cn1nc(C(F)(F)F)c2c1CCC2)NCc1ccc(Cl)cc1`?
AMA1 RON2 block: 8%; HCMV inh: -19; LmPK inhibitor: 4%; AmpC inh detg: -4%; Sm TGR block: 2%; AmpC no deterg: -8%; TbPYK inhibitor: 2%

What do the screens show for `COc1ccc(-c2nn(CCC#N)cc2C(=O)Nc2ccccc2Br)cc1`?
AMA1 RON2 block: 26%; HCMV inh: -13; LmPK inhibitor: 1%; AmpC inh detg: -18%; Sm TGR block: -2%; AmpC no deterg: 23%; TbPYK inhibitor: -1%

How did CC(=O)c1cc(C)ccc1OC(=O)c1cccnc1 do in these assays?
AMA1 RON2 block: 2%; HCMV inh: 37; LmPK inhibitor: 3%; AmpC inh detg: -11%; Sm TGR block: 6%; AmpC no deterg: -9%; TbPYK inhibitor: 2%

How did O=C(COc1ccccc1[N+](=O)[O-])N1CCN(CCc2ccncc2)CC1 do in these assays?
HCMV inh: 58; AmpC inh detg: 25%; Sm TGR block: inconclusive; TbPYK inhibitor: -7%

What do the screens show for `CC(C)n1c(C(F)(F)F)nc2cc(C(=O)N3CCC(O)CC3)ccc21`?
AMA1 RON2 block: 17%; HCMV inh: -9; LmPK inhibitor: -2%; AmpC inh detg: 0%; Sm TGR block: 2%; AmpC no deterg: 0%; TbPYK inhibitor: -1%

How did CCCn1c(C(O)c2ccc(OC)c(OC)c2)nc2ccccc21 (stereo not given) do in these assays?
AMA1 RON2 block: -16%; HCMV inh: -69*; LmPK inhibitor: 5%; AmpC inh detg: inconclusive; Sm TGR block: -2%; AmpC no deterg: -3%; TbPYK inhibitor: 1%

What do the screens show for `COC(=O)/C(C#N)=C/c1occc1C`?
AMA1 RON2 block: 2%; HCMV inh: -29; LmPK inhibitor: -7%; AmpC inh detg: -5%; Sm TGR block: -6%; AmpC no deterg: -14%; TbPYK inhibitor: -7%

Results for COCCn1c(=S)[nH]c2cc(C(=O)N3CCN(Cc4ccc5c(c4)OCO5)CC3)ccc2c1=O ?
AMA1 RON2 block: 52%[activator]; HCMV inh: -99*; LmPK inhibitor: 1%; AmpC inh detg: -10%; Sm TGR block: -11%; AmpC no deterg: 1%; TbPYK inhibitor: -20%

What do the screens show for `C[C@H](CO)N1C[C@H](C)[C@@H](CN(C)Cc2cccnc2)Oc2cc(-c3cccnc3)ccc2S1(=O)=O`?
AMA1 RON2 block: 6%; HCMV inh: 9; TbPYK inhibitor: 4%

Results for O=C(NCCNCc1ccc(F)cc1)c1ccco1 ?
AMA1 RON2 block: -8%; HCMV inh: 42; LmPK inhibitor: -11%; AmpC inh detg: 1%; Sm TGR block: -7%; AmpC no deterg: -5%; TbPYK inhibitor: -13%

Results for Cc1nn(C)c(C)c1CN(C(=O)C1CCC(=O)N(C2CCCCCC2)C1)C(C)C (stereo not given) ?
AMA1 RON2 block: 3%; HCMV inh: -31; LmPK inhibitor: 7%; AmpC inh detg: 3%; Sm TGR block: -20%; AmpC no deterg: 55%; TbPYK inhibitor: -1%

What do the screens show for `CC(=O)NCCn1c(SCc2cccc([N+](=O)[O-])c2)nc2ccccc2c1=O`?
AMA1 RON2 block: 1%; HCMV inh: inconclusive; LmPK inhibitor: 8%; AmpC inh detg: -8%; Sm TGR block: -3%; AmpC no deterg: -18%; TbPYK inhibitor: -1%

Results for C[C@H](CO)N1C[C@H](C)[C@@H](CN(C)S(=O)(=O)c2ccc(F)cc2)OCc2cnnn2CCCC1=O ?
AMA1 RON2 block: 2%; HCMV inh: -16; TbPYK inhibitor: -1%

How did O=C(COC(=O)c1ccc(NS(=O)(=O)c2cccs2)cc1)NCC1CCCO1 (stereo not given) do in these assays?
AMA1 RON2 block: -14%; HCMV inh: 26; LmPK inhibitor: 6%; AmpC inh detg: 0%; Sm TGR block: 21%; AmpC no deterg: -19%; TbPYK inhibitor: 0%

What do the screens show for `COc1ccccc1NC(=O)Nc1cc(F)ccc1F`?
AMA1 RON2 block: -7%; HCMV inh: inconclusive; LmPK inhibitor: -9%; AmpC inh detg: 1%; Sm TGR block: 3%; AmpC no deterg: -15%; TbPYK inhibitor: 5%

How did Cc1cccc(-n2c(=O)c3ccccc3n(Cc3ccccc3C#N)c2=O)c1 do in these assays?
HCMV inh: -13; AmpC inh detg: 14%; Sm TGR block: 8%; TbPYK inhibitor: 5%

Results for Cc1ccc2nc(C)cc(Nc3ccc([N+](=O)[O-])cc3)c2c1 ?
AMA1 RON2 block: 12%; HCMV inh: inconclusive; LmPK inhibitor: 2%; AmpC inh detg: 4%; Sm TGR block: 3%; AmpC no deterg: -19%; TbPYK inhibitor: -2%

How did O=C(CSCc1ccccc1)Nc1ccccc1 do in these assays?
AMA1 RON2 block: -1%; HCMV inh: 22; LmPK inhibitor: 4%; AmpC inh detg: -7%; Sm TGR block: -22%; AmpC no deterg: -31%; TbPYK inhibitor: 2%

How did O=C(O)/C(CC(=O)c1ccc(Cl)cc1)=N/Nc1ccc([N+](=O)[O-])cc1[N+](=O)[O-] do in these assays?
AMA1 RON2 block: -3%; HCMV inh: 36; LmPK inhibitor: -2%; AmpC inh detg: 1%; Sm TGR block: inconclusive; AmpC no deterg: -50%; TbPYK inhibitor: 4%

What do the screens show for `c1cncc(-c2nc(NCc3cccs3)c3ccccc3n2)c1`?
AMA1 RON2 block: 25%; HCMV inh: inconclusive; LmPK inhibitor: 6%; AmpC inh detg: inconclusive; Sm TGR block: inconclusive; AmpC no deterg: -13%[11.4 µM]; TbPYK inhibitor: 6%

Results for CC(=O)c1ccc(COC(=O)Cc2ccc([N+](=O)[O-])cc2)cc1 ?
AMA1 RON2 block: -14%; HCMV inh: -21; LmPK inhibitor: -10%; AmpC inh detg: -14%; Sm TGR block: 6%; AmpC no deterg: -22%; TbPYK inhibitor: 0%

How did O=C1CCc2cc(S(=O)(=O)NC(C(=O)Nc3cccc(F)c3)c3ccccc3)ccc2N1 (stereo not given) do in these assays?
HCMV inh: 4; AmpC inh detg: 19%; Sm TGR block: 10%; TbPYK inhibitor: -1%

How did Cn1c(=O)oc2cc(S(=O)(=O)N3CCCC(C(=O)NCCN4CCOCC4)C3)ccc21 (stereo not given) do in these assays?
AMA1 RON2 block: 13%; HCMV inh: 17; LmPK inhibitor: 3%; AmpC inh detg: -12%; Sm TGR block: -3%; AmpC no deterg: -9%; TbPYK inhibitor: 1%

How did O=C(Cc1ccc(-n2cccc2)cc1)NC1CCCCCC1 do in these assays?
AMA1 RON2 block: -10%; HCMV inh: 0; LmPK inhibitor: 1%; AmpC inh detg: -2%; Sm TGR block: 0%; AmpC no deterg: -26%; TbPYK inhibitor: -2%

Results for O=C(NC1CCN(C(=O)Nc2ccccc2Cl)CC1)c1ccco1 ?
AMA1 RON2 block: 20%; HCMV inh: 13; LmPK inhibitor: -3%; AmpC inh detg: -2%; Sm TGR block: 8%; AmpC no deterg: -15%; TbPYK inhibitor: 1%

What do the screens show for `CCCc1cc(N2CCN(c3ccc(OC)cc3)CC2)n2cnnc2n1`?
HCMV inh: -78*; AmpC inh detg: 16%; Sm TGR block: -2%; TbPYK inhibitor: 4%

How did Cc1cc(-c2ccc(S(=O)(=O)N3CCN(c4ccc(Cl)cc4)CC3)s2)on1 do in these assays?
HCMV inh: 0; AmpC inh detg: 1%; Sm TGR block: 5%; TbPYK inhibitor: 3%[15.4 µM]

How did CCC(C)c1ccccc1N1CC(C(=O)NCCCn2nc(C)cc2C)CC1=O (stereo not given) do in these assays?
AMA1 RON2 block: -13%; HCMV inh: 41; AmpC inh detg: -1%; Sm TGR block: -6%; AmpC no deterg: 98%[activator]; TbPYK inhibitor: 5%
